# Vif inh: blocks HIV Vif function | HEK293T cells, Vif self-association by quenched fluorescence, imaging, 24 h | inhibition, % at 7.49 µM | hit rate 0.35% among 340,000 | AID 602346; in the data active = inhibition above about 50%, passing the limit was not always enough; note: some results filed as inactive read as strong as hits
# NR2E3 ag-1: activates human NR2E3 receptor | AID 602229 | CHO-S Gal4-NCOR/VP16-NR2E3 two-hybrid, luciferase | hit rate 0.35% among 360,000 | inhibition of corepressor binding, % at 3.98 µM;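 active = inhibition above the mean of all tested compounds plus 3 SD, cut at about 70% in these data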;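 note: 0% = DMSO with NR2E3 transfected cells and 100% = cells lacking NR2E3 construct; higher means lower luciferase signal from less NR2E3 corepressor binding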
# Target sequence (Q9Y5X4 whole entry, looked up, the tested form may be a part): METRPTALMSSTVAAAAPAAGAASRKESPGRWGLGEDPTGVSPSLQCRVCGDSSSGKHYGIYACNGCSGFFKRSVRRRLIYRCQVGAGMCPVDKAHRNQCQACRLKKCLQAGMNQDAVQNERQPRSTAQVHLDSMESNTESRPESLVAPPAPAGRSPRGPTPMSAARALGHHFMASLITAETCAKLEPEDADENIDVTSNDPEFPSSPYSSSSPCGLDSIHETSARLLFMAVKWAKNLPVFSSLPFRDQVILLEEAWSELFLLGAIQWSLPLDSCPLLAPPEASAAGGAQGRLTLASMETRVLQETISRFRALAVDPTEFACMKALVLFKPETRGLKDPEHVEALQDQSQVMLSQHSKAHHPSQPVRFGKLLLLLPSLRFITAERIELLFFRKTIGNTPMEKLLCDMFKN
# HIF-2a block: blocks HIF-2a reporter activity; hit rate 0.72% among 360,000; AID 624352; 786-0 RCC cells HIF-2a reporter, luciferase luminescence, overnight; inhibition, % at 18.8 µM;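 active = inhibition of the luminescence signal of 40% or more relative to plate controls, in a single-dose primary screen at 18.75 µM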
# CaV13 ICDI inh: Primary screen for inhibitors of IQ motif and Ca2+-dependent inactivation inhibitor domain binding in CACNA1D, Förster resonance energy transfer in living cells, …. HEK cells, CFP/YFP FRET ICDI-IQ, plate reader, 10 min; percent FRET-ratio fall versus neutral wells. inhibition, % at 12.3 µM. hit rate 0.098% among 340,000;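 active = mean replicate inhibition of at least 30% and at least 1% of replicates passing that level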;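 note: 0% = median of the neutral control wells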
# CF NFkB block: cystic fibrosis NF-kB activation inhibition; KKLEB NF-kB-GFP reporter, PAF-induced, GFP fluorescence overnight; inhibition, % at 5 µM; hit rate 0.86% among 360,000; AID 588850;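 active = at least 50% inhibition at 5 µM, scaled per plate between neutral and stimulator controls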;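 note: PAF is a Pseudomonas aeruginosa culture filtrate used as stimulus; plate controls were PAF-stimulated DMSO wells for no effect and unstimulated DMSO wells for full effect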
# NR2E3 ag-2: NR2E3 (human) agonism; Q9Y5X4; GST-NR2E3/biotin-RetCOR TR-FRET, 1536-well; inhibition of corepressor binding, % at 4.78 µM; hit rate 0.12% among 320,000; AID 2300;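 active = percent inhibition above the cutoff of mean plus 3 SD of all tested compounds, set per screening campaign, cut at about 20% in these data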;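 note: 0% = DMSO wells and 100% = biotin wells as full block of FRET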
#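 Material: NR2E3–RetCOR corepressor complex | Quantity: 1.35 nM GST-tagged NR2E3 final | Schedule: 5 h at 4 °C | Replication: Singlicate compound wells | Reagent: RetCOR corepressor, biotinylated, 7 nM | Controls: Biotin wells as high control, 0.6% DMSO wells as low control | Signal: TR-FRET, Eu(K)-anti-GST donor, streptavidin-D2 acceptor, ex 340, em 617/671 nm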
# Peg3 promoter: reduces Peg3 promoter-driven luciferase expression in HeLa. hit rate 1.7% among 360,000. AID 588405. inhibition, % at 20 µM. HeLa PEG-Prom luciferase reporter, luminescence, overnight;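 active = inhibition of at least 50% at 20 µM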
# Shn3 inh set2: reduces Shn3 3'UTR luciferase signal in osteoblasts | hit rate 0.52% among 360,000 | Clone20 osteoblast Shn3 3'UTR firefly luciferase, 24 h | inhibition, % at 12.5 µM;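 active = mean inhibition of at least 75% with every replicate also reaching 75%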;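 note: 0% = median of neutral control wells and 100% = pilot-screen positive control compound; some compounds past the cut are filed as inactive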
# KKLEB cytotox: reduces viability of KKLEB cystic fibrosis airway cells. hit rate 0.36% among 360,000. AID 602141. KKLEB CF airway cells viability, ATPlite luminescence, overnight; stronger effect = lower value; cells stimulated with P. aeruginosa culture filtrate. activity change (cytotoxicity), % at 5 µM;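 active = corrected activity change at or below -50% at 5 µM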
# PDI inh: PDI (human) enzyme inhibition; P07237; PDI insulin aggregation turbidity, A650, 90 min; inhibition, % at 10 µM; hit rate 0.052% among 350,000; AID 588391;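 active = mean inhibition across replicates of 30% or more, whatever share of single replicates reach that level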;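 note: absorbance from insulin aggregation driven by PDI reduction with DTT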
# Target sequence (P07237 whole entry, looked up): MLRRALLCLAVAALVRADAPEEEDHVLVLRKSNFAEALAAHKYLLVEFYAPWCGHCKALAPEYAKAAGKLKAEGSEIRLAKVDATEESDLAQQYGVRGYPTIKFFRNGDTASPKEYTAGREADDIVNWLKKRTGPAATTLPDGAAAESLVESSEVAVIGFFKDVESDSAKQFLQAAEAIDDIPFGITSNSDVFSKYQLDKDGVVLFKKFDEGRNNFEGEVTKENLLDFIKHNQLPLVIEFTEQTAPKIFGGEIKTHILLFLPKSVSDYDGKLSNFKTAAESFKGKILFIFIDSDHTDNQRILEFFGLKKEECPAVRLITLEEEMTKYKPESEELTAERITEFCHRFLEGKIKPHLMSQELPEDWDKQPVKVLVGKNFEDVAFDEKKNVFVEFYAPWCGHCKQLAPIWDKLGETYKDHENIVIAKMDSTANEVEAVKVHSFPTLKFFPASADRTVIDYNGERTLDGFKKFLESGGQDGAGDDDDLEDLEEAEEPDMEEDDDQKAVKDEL
# TRPM1 prom inh: inhibitors of MITF-driven TRPM1 promoter in melanoma cells; SK-MEL-5 TRPM1 promoter luciferase, 24 h; inhibition, % at 12.5 µM; hit rate 0.83% among 330,000; AID 488899;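 active = mean inhibition across replicates of 60% or more, whatever share of single replicates reaches that level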; note: values of inactives mirror those of a sister screen read the other way
# * = called active by the depositor; nt = no result given; + = active, no number.
SMILES,Vif inh,NR2E3 ag-1,HIF-2a block,CaV13 ICDI inh,CF NFkB block,NR2E3 ag-2,Peg3 promoter,Shn3 inh set2,KKLEB cytotox,PDI inh,TRPM1 prom inh
CC1(C)Cc2cccc(OCC(=O)Nc3ccccc3N3CCOCC3)c2O1,-5,-12,20,-6,-2,1,35,11,-5,-3,2
C/C(Cl)=C\Cn1c(Nc2ccccc2)nc2c1c(=O)n(C)c(=O)n2C,-1,-1,3,nt,-7,-2,1,14,2,5,-10
COc1ccc(N2CCN(C(=O)Cn3nnc(-c4ccc(N(C)C)cc4)n3)CC2)cc1,8,-7,7,-6,-4,-1,5,7,-7,-1,nt
CC(=O)Nc1ccc(C(=O)N/C(=C/c2ccccc2)C(=O)N2CCCCC2)cc1,20,-24,9,-3,-11,5,1,-23,9,-7,3
Cc1ccc([N+](=O)[O-])cc1S(=O)(=O)NCCc1c(C)[nH]c2c(C)cccc12,0,-4,18,-14,6,0,9,2,-13,7,7
Cc1ccc(N2C(=O)c3n[nH]c(C)c3C2c2cccnc2)cc1 (configuration not stated),-3,-20,8,-5,-2,-1,-10,10,3,-3,14
NS(=O)(=O)c1ccc(CNC(=O)c2cc(S(=O)(=O)N3CCOCC3)c(Cl)cc2Cl)cc1,nt,32,12,-6,-18,nt,-9,-12,-3,3,3
Cc1ccc(N2CC(C(=O)Nc3nnc(C)s3)CC2=O)cc1 (configuration not stated),20,-15,-5,-7,6,2,-10,-4,0,9,-7
Cn1c(=O)c(C(=O)Nc2ncccn2)c(O)c2ccccc21,32,-144,-126,-7,-19,1,-66,-25,-2,-13,4
COCCNC(=O)C(c1ccc(C)cc1)N(C(=O)CCC(=O)Nc1ccccn1)c1ccccc1C (configuration not stated),-11,-15,1,-4,4,3,8,15,4,15,-9
COCCN(Cc1cc2cccc(C)c2n2nnnc12)C(=O)C(F)(F)F,7,0,16,-8,-10,-1,6,12,5,13,7
CCc1nnc(/N=C/c2c(O)n(-c3ccc(Cl)cn3)c(=O)c3ccccc23)s1,nt,8,6,-2,14,0,31,3,-6,-2,4
COC(=O)CCC(=O)OC1(C)C(=O)C=C2C=C(C3CC3)N(CC3CC3)C=C2C1=O (configuration not stated),-4,-13,5,-5,26,0,-7,-14,-6,1,12
CC1(NS(=O)(=O)c2ccc(Cl)s2)CCS(=O)(=O)C1 (configuration not stated),8,-12,12,-3,5,nt,19,3,8,-5,-5
COC(=O)CN1C(=O)[C@H]2[C@@H](c3ccc(C)o3)N3C(=O)CN(CCO)C(=O)[C@@]3(C)[C@H]2C1=O,5,-2,-2,-11,7,0,-4,11,-8,2,9
C[C@@H]1CCCCO[C@@H](CN(C)CC2CCCCC2)[C@@H](C)CN([C@H](C)CO)C(=O)c2cc(NS(=O)(=O)c3ccc(Cl)cc3)ccc2O1,-13,5,-43,-3,-24,nt,90*,42,16,3,nt
CC(=O)N1c2ccccc2S(=O)(=O)c2ccccc21,nt,1,-3,-10,5,3,14,-6,9,-4,0
CCC(=O)c1c(NC)cc(C)oc1=O,-4,-9,6,-2,5,2,18,-3,3,0,1
COc1ccc(/C=C2\CN(Cc3ccccc3)C/C(=C\c3ccc(OC)c(O)c3)C2=O)cc1O,59*,-32,38,-4,100*,-1,102*,96*,-69*,54*,98*
O=C1NC(=O)C2(CCCC2c2ccccc2)N1 (configuration not stated),4,-22,11,-11,-10,nt,-5,0,-3,11,12
CC(C)CCNC(=O)C1CCCCN1S(=O)(=O)c1ccc(F)cc1 (configuration not stated),-1,-19,3,-7,0,4,-1,-23,7,6,2
CCOC(=O)N1CCN(Cc2nc(N)nc(Nc3ccc(C)cc3C)n2)CC1,2,10,10,-6,-8,3,17,-16,5,22,19
CC(C)(C)NC(=O)/C(=C/c1ccco1)c1ccccc1,nt,-16,24,nt,7,-2,13,10,1,-5,11
C=CC[C@@H](CC(=O)N[C@H](CO)Cc1ccccc1)C(=O)N[C@@H](COC(=O)[C@@H](CC=C)CC(=O)OC(C)(C)C)Cc1ccccc1,nt,-18,-5,-3,-1,nt,8,13,0,3,4
COc1ccccc1/C=N/Nc1cc(C)nc2ccc(C)cc12,-1,-23,-78,-4,-15,3,-46,-95,7,0,12
CCN(CC(=O)NCc1cccs1)C(=O)/C=C/c1ccc(OC)cc1OC,-3,1,-27,-4,-17,0,4,-30,13,7,5
Cc1ccc(O)c(Sc2cc(C)ccc2O)c1,-6,-40,25,nt,-8,-1,26,10,1,-10,21
CCOC(=O)c1cc(S(=O)(=O)NC2CCN(C(=O)OCC)CC2)cn1C,9,20,9,-7,16,0,10,11,-3,-5,-1
O=C(CCCCC(=O)Nc1ccc(F)cc1)Nc1ccc(F)cc1,-3,-21,15,-9,-24,1,15,18,15,-1,1
CC(C)(C)OC(=O)NCCOC(=O)c1[nH]cnc1C(=O)NCc1ccccc1,-7,16,15,-5,3,2,11,11,-3,-5,8
COc1ccc(CNCCC(c2ccccc2)c2ccc(OC(C)C)cc2)cc1OC (configuration not stated),-9,11,20,-4,-13,-1,101*,61,21,18,74*
CCN(CCN(C)C)C(=O)Cn1ncc2c1-c1cc(C)ccc1OC2,-5,-17,6,2,4,-6,-14,-3,11,nt,nt
Cc1nc(S(=O)(=O)Nc2ccc3c(c2)OCCO3)cn1C,nt,-4,5,-19,3,-3,-2,-12,-12,-3,-6
COc1cc(-c2nc3cnccn3c2Nc2ccc3c(c2)OCCO3)ccc1O,nt,-35,2,-5,-29,0,6,-9,4,2,20
O=C(NCc1ccco1)/C(=C\C=C\c1ccccc1)NC(=O)c1ccco1,6,10,8,1,6,1,-1,-6,3,2,-3
COc1ccc(-n2nc(C(=O)NCC(=O)NCCCN3CCOCC3)c3ccccc3c2=O)cc1OC,-3,-14,4,-2,13,3,0,-5,-76*,-3,-10
CNC(=O)C(=O)NCC1OCCCN1S(=O)(=O)c1cccs1 (configuration not stated),6,-12,12,-5,10,0,4,-5,3,1,-12
CN(C)CCNc1ccc(-c2n[nH]c(=O)c3ccccc23)cc1[N+](=O)[O-],2,21,24,-3,-6,nt,5,-6,1,-2,-8
COc1ccccc1N1CCN(C(=O)CCCC2=NS(=O)(=O)c3ccccc3N2)CC1,-2,0,7,-4,-14,0,10,1,2,-3,2
Cc1ccc(-n2c(SCC(=O)N3CC(=O)Nc4ccccc43)nc3ccccc3c2=O)cc1,0,11,5,-4,-2,-1,10,2,7,-2,-4
Cn1cccc1/C=N/NC(=O)CNc1ccc2ccccc2c1,0,-16,-12,-19,17,-2,-2,10,-4,4,nt
O=C(CN1C(=O)c2ccccc2C1=O)Nc1sc2c(c1C(=O)NCC1CCCO1)CCC2 (configuration not stated),9,18,14,-8,-18,1,12,3,0,-2,-5
O=C(N/N=C\c1ccco1)Nc1cccc(Cl)c1,0,-100,-267,-16,-7,0,-288,-55,6,5,-60
OCCN(CC(O)Cn1ccc2ccccc21)CC(O)Cn1ccc2ccccc21 (configuration not stated),-1,7,1,-6,1,-3,18,-12,8,-7,-2
COc1ccc(CCNC(=O)c2ccc(Cl)cc2Cl)cc1OC,3,5,2,-4,4,2,6,-10,-10,-4,3
CCCOc1cccn2c(N(C)C(=O)c3ccccc3F)c(CC)nc12,-6,-11,9,-5,-20,nt,5,-4,12,2,nt
CC(C)(C)C(=O)O/N=C(\N)Cc1ccc(-c2csnn2)cc1,7,-6,22,-4,-9,0,14,14,7,4,4
COc1ccccc1-c1nc(-c2cccc(C)c2)no1,-17,-132,-135,-1,-2,2,-245,-31,-5,-1,-3
N#Cc1c(C(F)(F)F)cc(-c2ccco2)nc1SCc1ccncc1,+,-17,3,-18,-9,-1,8,15,-5,0,18
Cc1cccc(C)c1NC(=O)CSc1nc2[nH]c(=O)cc(O)c2s1,-4,3,13,-3,-1,-1,-5,0,8,0,-4
Cc1ccc(/C(O)=C2\C(=O)C(=O)N(CC(C)O)C2c2cccc(F)c2)cc1 (configuration not stated),-2,-28,22,nt,7,4,14,6,-8,8,4
COc1ccc(-c2nc(CS(=O)CC(=O)NCCCN3CCCC3)c(C)o2)cc1OC (configuration not stated),3,-5,12,-4,1,-2,6,9,2,7,12
COC(=O)[C@@H]1CCCN1Cc1c(C(=O)N2CCCCC2)nc2c(C)cccn12,-1,-2,17,-4,6,-2,10,6,-8,4,14
CCCCn1c(N)c(N(CCOC)C(=O)C2CCN(C(=O)c3ccccc3C)CC2)c(=O)[nH]c1=O,-1,-32,9,nt,12,-3,1,-2,-8,2,8
Cc1cc(NS(=O)(=O)c2ccc(NC(=O)c3ccccc3C)cc2)no1,7,-13,10,-4,-8,2,6,5,5,1,-6
O=C(Cn1nc(C(F)(F)F)c2c1CCC2)N1CCN(c2ccccc2)CC1,0,-8,10,-6,4,2,6,10,-6,-6,4
CC(NCC(c1ccco1)N1CCCCC1)C(=O)NC1CCCC1 (configuration not stated),-5,1,19,3,2,0,0,11,1,18,15
CC1(C)CC(=O)C2=C(C1)c1c(ccc3ccccc13)NC2c1ccc(Br)o1 (configuration not stated),-27,-22,-102,nt,10,4,-53,12,-12,-3,3
COCCNc1nc(Oc2ccccc2)c2sccc2n1,nt,-3,1,-6,-8,nt,10,-17,-15,2,nt
COCc1c(Br)c(C)nc(OCC(=O)N/N=C/c2ccc(C)o2)c1C#N,-13,-17,2,2,-17,1,0,-44,8,-1,4
# The list goes on.
SMILES,Vif inh,NR2E3 ag-1,HIF-2a block,CaV13 ICDI inh,CF NFkB block,NR2E3 ag-2,Peg3 promoter,Shn3 inh set2,KKLEB cytotox,PDI inh,TRPM1 prom inh
CCn1cc(C(=O)NCCCOC)c(=O)c2cc(S(=O)(=O)N(C)C3CCCCC3)ccc21,2,-23,7,14,-3,1,11,1,8,nt,nt
Clc1ccc(Nc2nc(-c3cccs3)cs2)nc1,-12,-160,-279,-9,-16,2,-254,-45,-8,-2,-38
COCCNC(=O)COC(=O)c1[nH]c(C)c(C(C)=O)c1C,1,-20,0,nt,10,-1,3,-13,1,-5,9
CN(C(=O)c1ccc2c(=O)n3c(nc2c1)CCCCC3)c1ccccc1Cl,-5,-4,-40,-115,10,0,-11,-18,7,-2,-14
Cc1nc(SC(C)C)[nH]c(=O)c1Cc1ccccc1,1,9,16,-6,6,-3,16,-10,-13,-2,5
COc1ccc2nccc(/C=C/c3ccnc4ccc(OC)cc34)c2c1,nt,11,35,-12,12,-1,25,13,-20,-3,nt

# Sorted by number of heavy atoms (largest number first): three of the compounds above.
SMILES,Vif inh,NR2E3 ag-1,HIF-2a block,CaV13 ICDI inh,CF NFkB block,NR2E3 ag-2,Peg3 promoter,Shn3 inh set2,KKLEB cytotox,PDI inh,TRPM1 prom inh
COc1ccccc1N1CCN(C(=O)CCCC2=NS(=O)(=O)c3ccccc3N2)CC1,-2,0,7,-4,-14,0,10,1,2,-3,2
CCOC(=O)c1cc(S(=O)(=O)NC2CCN(C(=O)OCC)CC2)cn1C,9,20,9,-7,16,0,10,11,-3,-5,-1
COc1ccc(CCNC(=O)c2ccc(Cl)cc2Cl)cc1OC,3,5,2,-4,4,2,6,-10,-10,-4,3

# Rows were taken by chance. About 3.3% of those tested had a hit in this group.
